From PubChem
TRPV1 agonist – activates the human vanilloid receptor TRPV1 | Q8NER1 | TRPV1-expressing cells, Fluo-8 calcium influx, agonist mode | activation, % at 8.33 µM | 320,000 compounds, 0.19% hits | AID 540275; in the data active = activation above about 80%; inconclusive = between about 30% and that limit; note: 0% is about no effect
Target sequence (Q8NER1 whole entry, looked up): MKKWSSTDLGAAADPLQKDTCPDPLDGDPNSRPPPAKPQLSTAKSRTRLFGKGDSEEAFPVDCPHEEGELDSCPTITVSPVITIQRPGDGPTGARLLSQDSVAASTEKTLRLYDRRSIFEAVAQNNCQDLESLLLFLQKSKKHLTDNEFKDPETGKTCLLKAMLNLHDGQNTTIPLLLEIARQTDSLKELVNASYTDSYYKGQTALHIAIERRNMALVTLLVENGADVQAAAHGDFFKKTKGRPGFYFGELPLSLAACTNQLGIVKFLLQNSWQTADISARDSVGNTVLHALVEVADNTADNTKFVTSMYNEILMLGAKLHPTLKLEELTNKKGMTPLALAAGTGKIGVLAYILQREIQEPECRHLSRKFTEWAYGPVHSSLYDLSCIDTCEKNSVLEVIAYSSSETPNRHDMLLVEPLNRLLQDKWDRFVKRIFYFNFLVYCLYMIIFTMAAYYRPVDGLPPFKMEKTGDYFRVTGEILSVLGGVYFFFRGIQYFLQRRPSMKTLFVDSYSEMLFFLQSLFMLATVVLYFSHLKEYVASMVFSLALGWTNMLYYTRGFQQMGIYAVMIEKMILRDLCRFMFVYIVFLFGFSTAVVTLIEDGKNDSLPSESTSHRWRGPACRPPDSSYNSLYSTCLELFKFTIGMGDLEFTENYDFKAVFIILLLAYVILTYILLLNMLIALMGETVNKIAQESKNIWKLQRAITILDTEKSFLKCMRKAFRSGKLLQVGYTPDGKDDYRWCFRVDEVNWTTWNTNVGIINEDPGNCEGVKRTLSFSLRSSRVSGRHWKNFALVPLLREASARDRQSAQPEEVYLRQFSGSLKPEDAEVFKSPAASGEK
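Cells expressing TRPV1 were dye-loaded with Fluo-8 and read kinetically: 10 s baseline, 3 min after compound (agonist portion), then 2 min after EC20 capsaicin (allosteric enhancer portion). Calcium-bound dye fluorescence at 480/520 nm.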
MLL CXXC-DNA inh – inhibitors of human MLL CXXC domain-DNA interaction; 290,000 compounds, 0.037% hits; Potency, µM (titrated, usually from 115 µM), for inactives: at the highest dose activity change, negative = inhibition, hits mostly inhibitors; MLL-CXXC / FITC-HOXA9 DNA fluorescence polarization; active = well fitted inhibition curve with a large enough effect in the polarisation, with a control signal flat, not every such curve was filed as active; inconclusive = small, poorly fitted or top-dose-only effect, or effect the other way, or a change in a side signal; inactive = no such curve, though single readings can be large or run the other way; the % refers to the polarisation; note: potency is the fitted concentration of half-maximal effect
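Purified MLL-CXXC (added from a 7 uM solution) was preincubated 5 min at ambient with pinned compounds in 50 mM Tris-HCl pH 7.5, 50 mM NaCl, 1 mM DTT, 0.05% BSA. Fluorescein-labeled HOX-A9 DNA (50 nM solution) followed, 30 min, then polarization read.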
TSG101-PTAP inh – blocks PTAP/TSG101 interaction to inhibit HIV-1 budding. Potency, µM (doses to about 115 µM), without a hit: at the top dose activity change, negative = inhibition, hits mostly inhibitors. Fluorescence polarization, FITC-PTAP peptide / Tsg101 binding. Q99816. 340,000 tested, under 10 active; active = well fitted inhibition curve with a large enough effect in the main read-out, with a control signal flat, not every such curve was filed as active; inconclusive = small, poorly fitted or top-dose-only effect, or effect the other way, or a change in a side signal; inactive = no such curve, though single readings can be large or run the other way; note: potency is the fitted concentration of half-maximal effect; % of control where 0% means no effect
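Compounds were pin-transferred onto Tsg101 binding domain (10 uM final) in HEPES pH 7.5 buffer, then FITC-PTAP peptide was added at 50 nM final. After 20 min at RT, polarization reported peptide displacement across a qHTS concentration series.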
BRCA1 expr act – BRCA1 expression activation; MCF7-BRCA1-FFLuc reporter, luminescence, 48 h; response scale: scaled: vehicle 0%, 10 µM genistein 100%; Potency, µM (titrated, usually from 46.1 µM), inactives show at the highest dose activation, usual class: activators; 380,000 compounds, 1.1% hits; note: potency is the fitted concentration of half-maximal effect; nearly all actives have a fitted effect of over 80% in size; some results filed as inactive show a strong effect at the top dose
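MCF7-BRCA1-FFLuc cells, 2000/well in phenol-red-free MEM, attached 2 h then treated 48 h at 37 C. Luciferase luminescence read 15 min after reagent; normalized to genistein maximum activation (10microM) and DMSO, concentration-response fitted.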
B2AR arrestin – recruits beta-arrestin to the human beta2-adrenergic receptor; P07550; beta-arrestin recruitment to beta2AR, cell-based reporter; Potency, µM (top dose mostly 46.1 µM), for the others: at the top dose activation, usual class: activators; 330,000 compounds, 0.02% hits; AID 492947;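 note: potency is the fitted concentration of half-maximal effect; 0% = DMSO controls and full agonism = EC100 isoproterenol or metaproterenol; nearly all actives have a fitted effect of over 65% in size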
p53 reactivator – mutant p53 re-activation in reporter cells; H1299 p53-A138V BP100-luciferase reporter, luminescence, 24 h; Potency, µM (titrated, usually from 92.2 µM), for inactives: at the top dose activity change, positive = activation, hits mostly activators; 320,000 compounds, 0.063% hits; AID 504706; note: potency is the fitted concentration of half-maximal effect; % of control where 0% means no effect; nearly all actives have a fitted effect of over 45% in size
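H1299 (p53-null), stable ts p53-A138V + BP100-Luc; 1000 cells/well, Opti-MEM/10% FBS; cpd 4 pt, 1:5; 24 h, 37 deg C, 5% CO2; detection reagent 10 min RT; luminescence.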
ELG1 repair inh – blocks ELG1-dependent DNA repair in HEK293T cells. HEK293T ELG1-luciferase reporter, luminescence, 16 h; DNA damage induced by 5-fluorouridine. 330,000 compounds, 2.3% hits. Potency, µM (series often up to 46.1 µM), inactives show at the highest dose activity change, negative = inhibition, usual class: inhibitors; note: potency is the fitted concentration of half-maximal effect; % is set by controls: 0 for no effect and ±100 for the full control effect; nearly all actives have a fitted effect of over 55% in size
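Overnight (16 hr) co-exposure of 2,000 cells/well to 5-fluorouridine and compound at 37 °C preceded detection. Luciferase was quantified via ONE-Glo luminescence; loss of signal denotes inhibition.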
TCR act – activators of T cell receptors; 330,000 tested, under 10 active; AID 504894; Potency, µM (top dose mostly 9.22 µM), for inactives: at the top dose activation of IL-2 secretion, usual class: activators; primary human leukocytes, anti-CD3, IL-2 HTRF, 48 h; note: % of control where 0% means no effect
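Compounds are tested in HTS on primary human leukocytes co-incubated with a-CD3 beads for 48 hr. IL-2 output is measured by time-resolved FRET.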
A-T KAP1 phos – potential ataxia-telangiectasia treatments restoring KAP-1 phosphorylation; […] A-T fibroblasts, KAP-1 phosphorylation AlphaLISA; neocarzinostatin DNA damage 30 min before lysis; Potency, µM (top dose mostly 57.5 µM), for the others: at the highest dose activation, usual class: activators; 320,000 compounds, 0.19% hits; note: potency is the fitted concentration of half-maximal effect; % of control where 0% means no effect; nearly all actives have a fitted effect of over 45% in size
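ATM-like activity read as KAP-1 phosphorylation via AlphaLISA donor/acceptor antibody pairs after lysis and 6 hr at 25C. Cells were ATM-null patient fibroblasts ([…], hTERT), dosed 60 min, then exposed to the DSB inducer NCS for 30 min.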
a7 integrin act – integrin-mediated muscular dystrophy alleviation activation; 350,000 compounds, 0.064% hits; alpha7betagal myoblasts, beta-gal FDG fluorescence, 48 h; Potency, µM (top dose mostly 38.3 µM), for the others: at the top dose activation, actives largely listed as activators;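 note: potency is the fitted concentration of half-maximal effect; 100% = response of the positive control SU9516; nearly all actives have a fitted effect of over 60% in size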
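alpha7betagal+/- myoblasts (passage 13, 250/well) treated 48 h at 37C with compounds at 1:260 dilution of DMSO stock. Lysed, then beta-galactosidase activity read as FDG fluorescence (ex 480/em 540) after 30 min, with pre-read for autofluorescence.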
* marks the source's active call; other numbers are inactive results; i = inactive; u = inconclusive; x = no result given; & = joins results of further samples; [ ] = dose if it differs, or a comment. Unless noted, calls come from the whole dose curve; as a rule, active = well fitted curve in the direction sought with a large enough effect; inconclusive = small, poorly fitted or top-dose-only effect, or another doubt; inactive = no such curve, though single readings can be large; an effect the other way counts as inactive or inconclusive. Compounds as they come; 3.8% or so of the library scored in one or more.

Molecule	B2AR arrestin	MLL CXXC-DNA inh	ELG1 repair inh	TRPV1 agonist	A-T KAP1 phos	TCR act	BRCA1 expr act	TSG101-PTAP inh	a7 integrin act	p53 reactivator
Cc1cccc(-n2nnnc2SCC(=O)Nc2cccc(S(N)(=O)=O)c2)c1	0.3%	-4.1%	u	-6.0	-2.2%	-4.9%	-3.6%	-6.9%	2.8%	-3.7%
CCO[C@H]1OC(C(=O)O)=C[C@@H](C2CC2)[C@@H]1CCCO	-0.1%	-15.7%	0.6%	-2.1	5.8%	x	x	x	x	0.0%
COc1cc(NC(=O)c2ccc([N+](=O)[O-])o2)ccc1NC(=O)c1cccs1	-0.6%	9.4%	14.0%	7.2	-4.5%	-0.3%	-83.3%	0.9%	-53.0%[inhibitor]	u
Cc1ccccc1C(=O)NC1CC2CCC(C1)N2Cc1ccccc1 (stereo not given)	-0.1%	-6.3%	2.2%	4.2	8.1%	0.9%	-16.2%	5.8%	0.0%	-3.0%
O=C(O)c1cc(=O)cc(C(=O)O)[nH]1	0.1%	10.1%&10.6%	3.6%	1.5	3.1%	-0.4%	-0.2%	-2.1%	13.9%[7.66 µM]	3.8%
CCOc1ccc(NC(=O)CSc2nc(=O)n(CCN3CCOCC3)c3c2CCCC3)cc1	3.8%	x	-3.1%	3.5	2.1%	6.6%	4.3%	1.0%	-2.0%	-2.8%
N#Cc1c(-c2ccc3c(c2)OCO3)csc1N	-1.9%	13.1%	23.2%	-11.9	4.4%	-11.1%	32.8%	-7.1%	8.7%	-1.0%
CSc1ccccc1C(=O)N1CCCC(CCC(=O)NCc2ccc(F)c(F)c2)C1 (stereo not given)	0.2%	0.5%	u	9.8	-4.7%	4.1%	-42.9%	x	-18.7%	-6.0%
O=C(COC(=O)Cn1cnc2ccccc2c1=O)Nc1ccccc1Sc1ccc(Cl)cc1	-0.4%	5.4%	-5.8%	-3.6	6.4%	-0.8%[46.1 µM]	-29.8%	-0.6%	-17.2%	-3.9%
CN(C)c1ccc(C2N(c3ccc(Cl)cc3)C(=O)C3CCCN32)cc1 (stereo not given)	0.0%	-3.8%	u	x	2.5%	-2.0%	33.6%	-0.6%	-3.4%	2.3%
Nc1cc(F)ccc1N1CCCCCC1	-0.7%	-1.1%	-18.2%	0.7	-2.8%	x	-6.7%	-8.4%	-37.9%	-4.6%
O=C(CSc1nnc2ccc(-c3ccncc3)nn12)Nc1ccc(F)cc1	-0.4%	x	1.8%	-10.3	-2.4%	-16.1%	2.8%	-6.2%	-22.0%	0.2%
CCOc1ccc(Cc2noc3c2C(=O)CCC3)cc1OCC	-0.2%	10.8%	-6.8%	4.1	-2.3%	-3.6%	-20.1%	-2.5%	-29.3%	-1.3%
O=C1CC2(CCN(C(=O)c3ccc(F)c(F)c3)CC2)Oc2ccccc21	0.4%	x	-2.5%	u	4.4%	6.6%	-5.2%	-5.7%	11.9%	-1.3%
O=C(c1ccc(OC2CCN(CCc3ccccc3)CC2)cc1)N1CCCC(CCCO)C1 (stereo not given)	0.0%	-3.8%	-1.2%	0.7	2.2%	0.8%	-0.3%	-6.4%	-32.8%	4.6%
O=C(Cn1cnc2sc(-c3ccccc3)cc2c1=O)NCc1ccccc1	-0.9%	-0.8%	8.7%	7.9	x	x	-74.8%	-5.4%	-3.3%[7.66 µM]	7.6%
COC(=O)c1cc(S(=O)(=O)N2CCN(c3ccc(F)cc3)CC2)c[nH]1	-0.9%	5.0%	-4.5%	0.4	5.4%	5.7%	-22.5%	1.7%	22.6%	-5.4%
CS(=O)(=O)N1CCC(Oc2ccccc2C(=O)NCCCc2cccnc2)CC1	-0.4%	7.1%	-18.8%	1.0	-0.4%	-2.8%	-8.6%	-0.9%	-19.4%	-1.2%
Cc1ccc(C)c(N2CCN(C(=O)COc3cc(=O)n(C)c4ccccc34)CC2)c1	0.0%	1.0%	u	-2.9	4.4%	1.0%	-32.7%	-2.7%	-23.5%	17.0%
O=C1Nc2ccccc2N2CCCC12 (stereo not given)	0.7%	21.1%	-4.5%	-1.4	1.6%	x	x	x	x	3.2%
COc1cccc(CNC(=O)C2CCN(S(=O)(=O)N3CCC4(CC3)OCCO4)CC2)c1	-0.4%	16.2%	0.1%	8.8	4.0%	1.6%	2.3%	-0.7%	31.5%	-5.9%
Cc1ccccc1-n1c(O)c(/C=N/N2CCCCC2c2cccnc2)c(=O)[nH]c1=O (stereo not given)	-0.5%	13.1%	-5.9%	-0.3	1.1%	5.9%[46.1 µM]	-1.3%	-4.1%	17.2%	-1.7%
COC(=O)/C=C1/S/C(=N/N=C/c2ccco2)NC1=O	0.5%	-11.3%	-3.7%	-1.0	-3.0%	4.5%	-2.0%	-1.5%	-6.2%	-0.9%
O=C1Nc2cccnc2N(C(=O)CCl)c2ccccc21	0.4%	-29.7%	20.6µM*	-3.8	15.9%	1.8%	-81.7%	-0.3%	-65.1%[inhibitor]	-20.1%
COc1ccc(C)cc1NC(=O)C1CC(=O)N(CCc2ccccc2)C1 (stereo not given)	-0.1%	4.5%	7.8%	8.5	3.8%	-3.5%	0.0%	-4.9%	16.1%	-4.3%
CC1=C(C(=O)Nc2ccccc2C)C(c2cccnc2)n2nc(CCCO)nc2N1 (stereo not given)	-0.3%	-6.2%	10.7%	-0.2	-3.3%	-1.7%	-21.3%	-3.0%	6.1%	-5.6%
C[N+](C)(C)CCNC(=O)c1c(O)c2c([nH]c1=O)CCCC2	0.2%	0.5%	6.6%	-0.9	3.9%	8.8%	-13.2%	-2.3%	-7.6%	12.8%
O=C(C1CCN(S(=O)(=O)c2ccc(Cl)c(C(F)(F)F)c2)CC1)N1CCC1	-0.2%	x	u	7.7	-4.5%	0.2%	-12.2%	-5.2%	0.0%	-10.5%
C=C(C(=O)Oc1c(C(C)(C)C)cccc1C(C)(C)C)c1ccccc1	0.0%	x	u	10.2	7.9%	-4.2%	36.0%	-3.7%	30.4%	u
Cc1cc(F)ccc1NCC(=O)Nc1ccccc1Br	-0.8%	-3.2%	u	-2.7	0.9%	-3.3%[46.1 µM]	42.9%	-0.9%	4.1%	u
O=C(COC(=O)CSc1ccc2ccccc2c1)NCc1ccc2c(c1)OCO2	-0.6%	2.6%	0.6%	u	-0.1%	3.8%[46.1 µM]	-18.0%	0.8%	17.4%	-3.0%
CCCC(C(=O)NCc1ccco1)N(Cc1ccco1)C(=O)CNS(=O)(=O)c1ccccc1 (stereo not given)	0.0%	-5.8%	-14.5%	2.7	-11.6%	3.2%	-7.9%	-2.3%	20.4%	4.1%
COc1cc(NC(=O)NCC2CCN(Cc3ccc(C)cc3)CC2)cc(OC)c1OC	0.4%	8.0%	-3.3%	-0.8	2.9%	3.4%	-24.5%	0.7%	u	1.4%
O=C1C2=C(C(=O)c3ccccc31)C1O[C@](CCCCN3C(=O)c4ccccc4C3=O)(Cc3ccccc31)O2	0.0%[9.22 µM]	-0.8%[23 µM]	x	i	-13.8%[11.5 µM]	x	x	x	x	x
Cc1ccc(C(=O)NCCNC(=O)Cc2ccccc2)cn1	-0.3%	-1.1%	2.3%	-0.5	3.8%	-1.8%	-1.8%	-1.6%	-1.7%	-3.5%
CCOc1ccccc1NC(=O)Cc1coc2ccc(C)cc12	-0.3%	-4.1%	-20.1%	3.4	8.9%	-0.6%	-70.7%	-0.8%	-23.2%	-2.6%
COc1ccc(/C=C/C(=O)NCC(=O)N/N=C(/C)c2ccco2)cc1	0.7%	-0.8%	14.3%	-0.5	3.4%	-1.6%	13.7%	-4.4%	-6.9%	2.0%
Cc1ccc(CNC(=O)N2CCN(C)CC2)cc1	-1.6%	5.8%	-10.0%	-5.1	-9.8%	-3.0%[46.1 µM]	5.2%	-8.3%	12.3%	-6.4%
COc1ccc(OCc2nnc(SCC(N)=O)n2N)cc1	-0.1%	-4.7%	-6.8%	-1.0	-1.6%	2.0%	5.8%	-1.4%	-7.6%	-2.3%
O=C(Cc1ccc(Cl)cc1)N/N=C/c1ccccc1	-0.1%	-11.3%	14.1%	13.5	5.6%	-1.7%	-5.2%	-0.3%	24.6%	1.6%
O=C(O)c1ccc(NS(=O)(=O)c2ccc3c(c2)C2C=CCC2C(c2ccccc2F)N3)cc1 (stereo not given)	3.9%	u	10.5%	-0.6	-3.6%	-0.6%	-17.3%	-12.9%	u	4.3%
